Bioassay records: PubChem BioAssay, Southern Research Specialized Biocontainment Screening Center
tuberculosis growth: growth inhibition of non-replicating M. tuberculosis (AID 488890); Mycobacterium tuberculosis non-replicating, growth inhibition; higher % means a stronger effect; hit rate 0.39% among 320,000; inhibition, % at 25 µM, or IC50 in µM where a hit was titrated; in the data active = a potency from the dose series; inconclusive = inhibition mostly from about 82% at the one dose, without a potency; inactive = the rest, 99 in 100 with inhibition below about 76%;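 note: plate controls were DMSO cells for no effect and high antibiotic wells for full effect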
PhoP GFP inhibition: Inhibition of PhoP regulon, Salmonella typhi GFP reporter cells, confirmation, 4 h (AID 1850); one-dose inhibition, % at 50 µM; IC50 in µM for titrated hits; Salmonella Typhi PhoP-promoter GFP reporter, fluorescence, 4 h; higher % means a stronger effect; hit rate 0.33% among 310,000; in the data active = a potency from the dose series; inconclusive = inhibition mostly from about 25% at the one dose, without a potency; inactive = the rest, 99 in 100 with inhibition below about 19%;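 note: 0% = induced wells with vehicle and 100% = uninduced wells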
H1N1 NS1A inhibition: H1N1 influenza NS1A inhibitors, functional cell based assay (AID 504329); hit rate 0.3% among 340,000; NS1A functional cell-based assay, percent inhibition; higher % means a stronger effect; inhibition, % at 12.5 µM; hits with a dose series show IC50 in µM; in the data active = a potency from the dose series; inconclusive = inhibition above about 27% without an active follow-up result; note: strong numbers were not always called active
VEEV TC-83 Vero: inhibitors of VEEV TC-83 cytopathic effect, confirmation, Vero cells (AID 588727) | Vero cells, VEEV TC-83 cytopathic effect inhibition; higher % means a stronger effect | one-dose inhibition, % at 20 µM; IC50 in µM for titrated hits | hit rate 0.13% among 350,000; in the data active = a potency from the dose series; inconclusive = inhibition mostly from about 14% at the one dose, without a potency; inactive = the rest, 99 in 100 with inhibition below about 12%; note: strong numbers were not always called active
M. tuberculosis HTS: M. tuberculosis growth inhibition, HTS (AID 449762). one-dose inhibition, % at 25 µM; IC50 in µM for titrated hits. hit rate 0.59% among 330,000. M. tuberculosis H37Rv growth inhibition, 7H9 media; higher % means a stronger effect; in the data active = a potency from the dose series; inconclusive = inhibition above about 70% without an active follow-up result;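 note: bacterial growth assessed after seven days of incubation; strong numbers were not always called active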
VEEV TC-83 Vero 10K pilot screen: recorded beside VEEV TC-83 Vero, whose call it bears; inhibition, %; measured here: 10K pilot screen inhibition
* hit, by the source's call; i = inactive; ? = inconclusive; . = no result given. The order is random. Share with any hit: about 1.4%.

A first look:
SMILES | tuberculosis growth | PhoP GFP inhibition | H1N1 NS1A inhibition | VEEV TC-83 Vero | M. tuberculosis HTS | others
CCC(C)NCCCOc1c(C)cc(C)cc1Br (configuration not stated) | 10.0% | -4.7% | -2.0% | 0.1% | 1.7%
CCOc1ccccc1C(=O)NCC(=O)NCC(C)(C)N1CCOCC1 | 2.7% | . | -2.0% | 0.6% | -1.6%
Cc1ccccc1-c1noc(CNC(=O)c2ccco2)n1 | 5.1% | 2.2% | -6.4% | i | 3.8%
COc1ccc(S(=O)(=O)N2CCSC2)cc1C | 11.1% | 2.4% | -1.0% | i | -0.8%
CCOc1ccc(C(=O)Nc2ccccc2OC(F)F)cc1 | 3.0% | 7.3% | -13.2% | 1.2% | 1.0%
CCc1csc(CCNC(=O)C2CCC(=O)N(CCOC)C2)n1 (configuration not stated) | -8.2% | -1.2% | -4.0% | 2.0% | 4.4%

Main list, from the first entry:
SMILES | tuberculosis growth | PhoP GFP inhibition | H1N1 NS1A inhibition | VEEV TC-83 Vero | M. tuberculosis HTS | others
CCC(C)NCCCOc1c(C)cc(C)cc1Br (configuration not stated) | 10.0% | -4.7% | -2.0% | 0.1% | 1.7%
CCOc1ccccc1C(=O)NCC(=O)NCC(C)(C)N1CCOCC1 | 2.7% | . | -2.0% | 0.6% | -1.6%
Cc1ccccc1-c1noc(CNC(=O)c2ccco2)n1 | 5.1% | 2.2% | -6.4% | i | 3.8%
COc1ccc(S(=O)(=O)N2CCSC2)cc1C | 11.1% | 2.4% | -1.0% | i | -0.8%
CCOc1ccc(C(=O)Nc2ccccc2OC(F)F)cc1 | 3.0% | 7.3% | -13.2% | 1.2% | 1.0%
CCc1csc(CCNC(=O)C2CCC(=O)N(CCOC)C2)n1 (configuration not stated) | -8.2% | -1.2% | -4.0% | 2.0% | 4.4%
CCOc1ccccc1OCCCC(=O)Nc1cc(S(=O)(=O)N2CCOCC2)ccc1OC | 15.1% | . | 5.9% | 5.3% | 1.7%
CCOC(=O)c1cc(-c2ccc(C)cc2)n(CCC(=O)N2CCN(c3ccccn3)CC2)c1C | 10.9% | -1.6% | 3.1% | 6.9% | 46.6%
O=C(O)c1coc2ccccc12 | -14.3% | -6.4% | . | . | 1.0%
O=C(N/N=C/c1ccnc2ccccc12)c1ccccc1O | 24.1% | 6.7% | -21.3% | 2.4% | 5.5%
CCCCN(Cc1ccccc1)C(=O)c1cnc2n(c1=O)CCS2 | -1.7% | -6.6% | 4.8% | i | -6.5%
O=C(c1sc2ccccc2c1Cl)N1CCC2(CC1)OCCO2 | 14.6% | -3.0% | -7.2% | 1.0% | -5.3%
O=C(c1ccccc1)c1c[nH]c(C(=O)NCc2cccnc2)c1 | 8.4% | -7.8% | -4.3% | 0.5% | 5.2%
CC(C)CCn1c(N)c(S(=O)(=O)c2cccs2)c2nc3ccccc3nc21 | 30.5% | -3.3% | -3.9% | 0.2% | 32.4%
Cc1nn(C2CCS(=O)(=O)C2)c2nc(C3CC3)cc(C(=O)Nc3ccc(C(N)=O)cc3)c12 (configuration not stated) | . | . | 2.3% | 0.6% | .
CCOC(=O)C1=C(c2ccccc2)NC(SCC(=O)NC2CCCCC2)=C(C#N)C1c1ccco1 (configuration not stated) | 0.7% | -7.6% | -7.8% | 0.2% | 2.5%
COc1ccc(CNC(=O)CN(C)S(=O)(=O)c2ccccc2)cc1 | 16.2% | -4.1% | -7.8% | i | 9.4%
CCCCc1nc2ccccc2c(=O)n1-c1ccccc1O | 19.5% | -5.7% | 11.8% | 3.8% | -4.6%
CCOc1ccc(-n2c(SCC(=O)OC)nc3sc4c(c3c2=O)CCN(C)C4)cc1 | 38.1% | -7.8% | 2.5% | 0.4% | 2.3%
COC(=O)C1CCN(C(=O)COC(=O)c2cc([N+](=O)[O-])ccc2N2CCOCC2)CC1 | 6.4% | . | -2.3% | 3.0% | -0.5%
O=C(O)CCCNC(=O)/C(=C\c1ccccc1F)NC(=O)c1ccccc1 | -2.9% | -6.0% | 7.5% | i | -1.1%
Cc1ccnc(Sc2ccc([N+](=O)[O-])cc2[N+](=O)[O-])n1 | 68.0% | -8.3% | -2.9% | i | 7.7µM*
CCNC(=O)C1CC(=O)N(CC)C(=Nc2cc(Cl)c(O)c(Cl)c2)S1 (configuration not stated) | -1.8% | -3.8% | -2.5% | 1.0% | 0.1%
CCN(CC(=O)Nc1ccc(S(=O)(=O)N2CCCC2)cc1)CC(=O)Nc1cccc(OC)c1 | -5.0% | -15.2% | -13.0% | 0.5% | 4.3%
O=C(O)c1cc2c(N3CCC(Cc4ccccc4)CC3)ncnc2s1 | . | -7.4% | -0.5% | 0.9% | -0.3%
O=C(NC1CCCCCC1)c1ccc(CS(=O)Cc2ccccc2Cl)o1 (configuration not stated) | 20.2% | 8.9% | 4.4% | 1.0% | 7.0%
CC(C)C[C@H](NC(=O)c1nc[nH]c1C(=O)N1CCN(c2ccccc2)CC1)C(=O)OCc1ccccc1 | 73.6% | -14.9% | 2.6% | 0.2% | ?
COc1cnn(-c2ccccc2)c(=O)c1SCc1ccc(Cl)c(Cl)c1 | 40.6% | -6.0% | 5.2% | i | -0.6%
Cc1nc(SCC(=O)Nc2c(C)n(C)n(-c3ccccc3)c2=O)[nH]c(=O)c1Cc1ccccc1 | -5.0% | 1.4% | -2.2% | 7.9% | 9.1%
CC1CCN(Cc2ccc(-c3nnn(CC(=O)NC4CCCCC4)n3)cc2)CC1 | 20.5% | -6.7% | -2.2% | 8.1% | 4.1%
CS(=O)(=O)N(CC(=O)NCc1ccco1)c1ccc(Cl)cc1Cl | -7.4% | 5.4% | -3.0% | i | -3.3%
COc1ccc(/C=N\Nc2ncc(F)c(N3CCOCC3)n2)cc1OC | 24.4% | 7.4% | 18.0% | 12.8% | 3.0%
Cc1ccc(S(=O)(=O)N2CCCCC2C(=O)O)cc1 (configuration not stated) | -1.4% | 5.7% | 0.3% | 1.3% | -6.3%
CCn1nc(C)c(CCC(=O)O)c1C | -2.5% | -13.9% | 10.9% | 0.3% | 4.8%
CC(C)(C)c1ccc(C(=O)NCc2nnc(SCC(=O)NCc3ccco3)o2)cc1 | ? | -4.3% | -14.5% | 4.8% | -1.9%
CC(C)(C)c1cc(S(=O)(=O)CCc2ccccn2)cc(C(C)(C)C)c1F | 0.6% | -8.3% | 5.8% | i | 4.9%
O=C(Nc1ccccc1[N+](=O)[O-])c1cccc(N2C(=O)CCC2=O)c1 | -0.2% | 11.0% | -2.3% | 1.4% | -3.7%
C=CCn1cnnc1SCC(=O)N(C)CC1COc2ccccc2O1 (configuration not stated) | 26.8% | . | -0.7% | 0.8% | -0.4%
O=C(NC(=S)Nc1ccc(S(=O)(=O)Nc2nccs2)cc1)c1ccc(Br)o1 | 60.7% | -9.5% | 3.7% | 1.4% | 7.2%
O=C(CCC1CCCCC1)NCc1ccncc1 | . | -4.8% | 6.8% | i | -1.4%
Clc1ccc(-c2nc3ncccn3c2Cl)cc1 | 73.0% | 1.9% | -9.8% | 0.8% | 0.9%
CCOC(=O)c1c(N)sc(C(=O)Nc2ccccc2)c1C | 40.1% | 6.2% | 5.3% | 0.9% | 5.4%
CC1CCC(C(=O)NC(C(=O)N2CCC3(CC2)OCCO3)C(C)C)CC1 (configuration not stated) | -2.8% | -0.7% | -8.8% | i | -10.4%
COc1ccc(CC(=O)NC(=S)Nc2ccc(S(N)(=O)=O)cc2)cc1 | 0.9% | -7.2% | -1.5% | 2.5% | -7.5%
COC(=O)[C@H](CC(C)C)N(Cc1ccccc1)S(=O)(=O)N(Cc1ccccc1)[C@@H](CC(C)C)C(=O)OC | 18.2% | . | 4.9% | 0.3% | 4.2%
CN1CCN(c2ccc([N+](=O)[O-])cc2NC(=O)c2ccccc2)CC1 | -16.4% | 3.9% | 5.7% | 3.9% | -9.1%
CCOc1ccc(C2NC(=O)CCC2[N+](=O)[O-])cc1 (configuration not stated) | -22.5% | -2.1% | -2.9% | 0.1% | -0.3%
CCc1ccc(Nc2n[n+](-c3ccccc3)c(-c3cccc(Cl)c3Cl)s2)cc1 | 44.4% | 0.1% | -2.0% | 0.7% | ?
O=C(NCCCCc1ccccc1)c1cccc(NC(=O)C2CCC2)c1 | . | . | -23.6% | 0.5% | .
O=C(NNC(=O)c1ccc(Cl)cc1Cl)c1csc(-c2cccnc2)n1 | 4.4% | 12.6% | -1.2% | 1.3% | -4.9%
c1ccc(C[C@H]2CN=C(Nc3ccccc3)N2CC2CCCCCC2)cc1 | ? | . | 17.3% | i | 26.5%
Cc1ccc(N=C(c2cccs2)N2CCOCC2)cc1 | 9.1% | 1.9% | 9.5% | i | -3.8%
CC1CCCCC12NC(=O)N(CC(=O)NNC(=O)c1ccc(Br)cc1)C2=O (configuration not stated) | 10.3% | . | 4.0% | 3.4% | 1.4%
N=C1/C(=C/c2cccn2-c2cccc([N+](=O)[O-])c2)C(=O)N=C2SC=CN12 | -4.7% | -5.5% | . | . | 5.1%
Cc1ccc(C(C)(C)C)cc1S(=O)(=O)Nc1cccc(C(=O)N2CCN(c3ccccn3)CC2)c1 | . | . | 1.6% | 6.1% | .
COc1ccnc(CS(=O)c2nc3cc(OC(F)F)ccc3[nH]2)c1OC (configuration not stated) | 26.5% | -6.2% | . | . | 4.0%
COc1ccc(S(=O)(=O)N2CCCCC2)cc1NC(=O)CCc1nc2ccccc2c(=O)[nH]1 | 8.2% | 3.3% | -0.9% | 0.5% | -1.9%
C(/C=C/C=C/Nc1ccccc1)=Nc1ccccc1 | 5.4% | -6.3% | -10.5% | i | 4.7%
CCOC(=O)c1c(C)nc(-c2ccccc2)nc1NC(=O)CC | 5.1% | 1.4% | 1.7% | 1.0% | -2.9%
Cc1ccc(COC(=O)c2cccc(S(=O)(=O)N3CCCCC3)c2)cc1 | . | . | -4.8% | 7.5% | .
The list goes on:
SMILES | tuberculosis growth | PhoP GFP inhibition | H1N1 NS1A inhibition | VEEV TC-83 Vero | M. tuberculosis HTS | others
COc1ccc(-c2cc3nc4c(c(=O)n3[nH]2)CCC4)cc1 | 15.6% | -3.7% | 15.4% | 4.6% | 3.8%
CC(=O)OCC[n+]1c(C)n(-c2ccccc2)c2ccc(Cl)cc21 | 21.3% | 3.1% | -3.9% | 0.5% | 8.3%
Cc1ccc(C2=NN(C3=NN=C(N)Cc4ncnn43)C(O)(C(F)(F)F)C2)cc1 (configuration not stated) | -3.1% | -2.4% | -9.2% | 0.9% | -2.0%
Cc1cccc(C)c1NC(=O)Nc1ccccc1-n1ccnc1 | -8.1% | -6.6% | -14.1% | 0.1% | 0.6% | VEEV TC-83 Vero 10K pilot screen=1.0
O=C(c1ccco1)N1CCN(Cc2cc(=O)c(OCc3ccccc3Cl)co2)CC1 | -7.9% | 4.8% | -5.6% | 1.5% | -5.1%
O=C(CSc1nc2cc(C(F)(F)F)ccc2n1Cc1ccccc1)NC1CCS(=O)(=O)C1 (configuration not stated) | -4.3% | -4.7% | -3.7% | 5.5% | 2.8%
N#Cc1nc(-c2cccs2)oc1NCCCN1CCOCC1 | -2.5% | -3.7% | 4.1% | 0.2% | 1.5%
CCOC(=O)C1(CC2CC2)CCN(Cc2cc(Cl)c(O)c(OC)c2)CC1 | -0.4% | 4.3% | -2.5% | 2.5% | -1.1%
Cc1nn2c(-c3ccc(Cl)cc3)ccnc2c1-c1ccccc1 | . | . | 8.1% | 2.9% | .
Cc1ccc(NC(=O)CN2C(=O)NC3(CCCC3)C2=O)c(Cl)c1 | -1.1% | -7.7% | 8.3% | 0.2% | -1.9%
Cc1c(C)n2c(SCC(=O)N3CCN(c4ccccc4)CC3)nnc2[nH]c1=O | 0.8% | 3.9% | -7.6% | 0.4% | -3.8%
CCn1c(N2CCN(S(=O)(=O)c3ccc(Cl)cc3)CC2)nc2ccccc21 | 29.6% | -0.1% | 0.8% | 7.7% | 2.8%
c1ccc(OCCCn2nnc(-c3ccncc3)n2)cc1 | 7.3% | -4.9% | -7.2% | 0.4% | -6.8%
Cn1c(CSc2ncn[nH]2)nc2ccccc21 | 17.5% | -14.8% | -1.6% | 0.7% | -10.5%
Cc1cc2c3c(c1C)C1(C(=O)N3C(C)(C)CC2C)C(C#N)=C(N)Oc2n[nH]c(C)c21 (configuration not stated) | 62.7% | -2.9% | 4.0% | i | -3.8%
COc1ccc2[nH]c(CN3CCN(C(C)C)C(CCO)C3)c(C)c2c1 (configuration not stated) | 0.9% | 6.1% | 0.1% | 0.8% | -13.7%
